PKM2 activator: qHTS Assay for Activators of Human Muscle isoform 2 Pyruvate Kinase | purified PKM2, Kinase-Glo ATP luminescence, activation; response scale: 0% is enzyme alone, no compound | Potency, µM (titrated, usually from 57.5 µM), inactives show at the top dose activation, most hits filed as activators | 260,000 compounds, 0.34% hits; further: potency means the concentration at half of the fitted maximal effect; on the % scale 0 is the no-effect control and ±100 the full control effect; nearly all actives have a fitted effect of over 55% in size
Target sequence (P14618 whole entry, looked up, canonical isoform): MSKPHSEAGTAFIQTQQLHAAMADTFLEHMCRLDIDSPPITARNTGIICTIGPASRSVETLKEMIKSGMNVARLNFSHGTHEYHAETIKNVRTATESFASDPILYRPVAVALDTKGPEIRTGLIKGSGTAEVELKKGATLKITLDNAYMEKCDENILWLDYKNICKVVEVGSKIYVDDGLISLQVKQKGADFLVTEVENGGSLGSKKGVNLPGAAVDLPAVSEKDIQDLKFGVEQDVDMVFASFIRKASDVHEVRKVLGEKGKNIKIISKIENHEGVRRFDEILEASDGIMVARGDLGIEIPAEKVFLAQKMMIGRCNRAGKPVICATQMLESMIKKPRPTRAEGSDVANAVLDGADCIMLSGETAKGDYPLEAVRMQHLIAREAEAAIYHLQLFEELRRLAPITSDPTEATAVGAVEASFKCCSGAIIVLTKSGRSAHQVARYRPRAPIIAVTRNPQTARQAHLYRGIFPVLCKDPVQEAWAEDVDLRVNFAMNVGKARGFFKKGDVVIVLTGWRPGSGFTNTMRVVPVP
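Purified hPK-M2 (>95%) run at intermediate activity with 0.1 mM ADP and 0.5 mM PEP in 50 mM imidazole pH 7.2, KCl, MgCl2; 1 h room temperature. ATP formed read by Kinase-Glo luminescence; normalized to uninhibited and no-enzyme controls.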
hERG WT inh: qHTS for Inhibitors of KCHN2 3.1: Wildtype qHTS; Voltage-gated inwardly rectifying potassium channel KCNH2 (Homo sapiens), Q12809; U2OS, BacMam KCNH2, thallium flux FluxOr; hits give low values; activity change, % at 1.84 µM; 340,000 compounds, 0.37% hits;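 active means maximum activity change below -70%; inconclusive means maximum activity change between -70% and -50%; inactive means maximum activity change above -50%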; further: on the % scale 0 is the no-effect control and ±100 the full control effect
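U2OS cells were transduced with wild-type KCNH2 virus (2.03 x 10^8 / mL) for 4 h at room temperature, then cultured overnight at 37 C. Thallium flux was read with FluxOr dye. Rate constants were normalized to DMSO controls.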
Giardia killer: Small Molecules that selectively kill Giardia lamblia: qHTS; Giardia lamblia trophozoite viability; activity change, % at 7.66 µM, hits read low; 340,000 compounds, 0.15% hits; AID 540267, 2011; in the data active means activity change below about -80%; inconclusive means between about -30% and that limit;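 further: parasites exposed to compound for two days anaerobically before the ATP read; on the % scale 0 is the no-effect control and ±100 the full control effect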
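ATP-content bioluminescence gauges trophozoite survival. Cells (100/well) receive compound and incubate anaerobically for 48 hrs at 37 deg C; detection reagent follows for 15-30 min at room temperature.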
Menin-MLL TR inh: qHTS Assay for Inhibitors Targeting the Menin-MLL Interaction in MLL Related Leukemias: Competition With Texas Red Labeled MLL-derived Mutant Peptide; O00255; Menin + Texas Red MLL mutant peptide, fluorescence polarization; Potency, µM (series often up to 61.6 µM), without a hit: at the highest dose FP activity change, negative = inhibition, actives largely listed as inhibitors; 270,000 compounds, 0.23% hits; active means well fitted inhibition curve with a large enough effect in the polarisation, with a control signal flat, not every such curve was filed as active; inconclusive means small, poorly fitted or top-dose-only effect, or effect the other way, or a change in a side signal; inactive means no such curve, though single readings can be large or run the other way; the % refers to the polarisation; further: potency means the concentration at half of the fitted maximal effect; % of control where 0% means no effect; many of its hits are not listed in these tables
KCNH2 3.1 inh: qHTS for Inhibitors of KCHN2 3.1: Mutant qHTS; Potassium voltage-gated channel subfamily H member 2, brain isoform KCNH2 3.1 (human); U2OS KCNH2 3.1, thallium flux FluxOr; hits give low values; activity change, % (tested at about 1.8 µM); 340,000 compounds, 0.95% hits; AID 720553, 2013;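 active means maximum activity change below -70%; inconclusive means maximum activity change from -70% to -50%; inactive means maximum activity change above -50%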;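 further: thallium influx rate constant from kinetic fluorescence after stimulation buffer; on the % scale 0 is the no-effect control and ±100 the full control effect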
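We transduce U2OS cells with the mutant 3.1 virus, culture them overnight, load FluxOr with Red40 quencher for 45 min, then add stimulation buffer and read kinetically for 2 min to derive a normalized rate constant.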
USP2a inh: qHTS Assay for Inhibitors of Ubiquitin-specific Protease USP2a Using CHOP2 as the Reporter; USP2 core, Ub-CHOP2 coupled fluorogenic reporter, 485/531; Potency, µM (titrated, usually from 38.3 µM), for the others: top-dose activity change, negative = inhibition, hits mostly inhibitors; 330,000 compounds, 0.01% hits; AID 463254, 2010;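 further: potency means the concentration at half of the fitted maximal effect; plate controls were DMSO wells for no effect and full inhibition by NEM control for full effect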
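Deubiquitinase activity read as fluorescence (485/531 nm) after Ub-CHOP2 cleavage activates the enterokinase reporter on its substrate; USP2 core 10nM, Ub-CHOP2 and substrate 25nM each, 30min compound preincubation then 60min RT; data normalized to NEM, curves fitted.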
B2AR arrestin: qHTS assay of beta-arrestin-biased ligands of beta2-adrenergic receptor | AID 492947, 2010 | Potency, µM (titrated, usually from 46.1 µM), inactives show at the top dose activation, most hits filed as activators | Beta-2 adrenergic receptor (Homo sapiens), P07550 | 330,000 compounds, 0.02% hits | beta-arrestin recruitment to beta2AR, cell-based reporter;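 further: potency means the concentration at half of the fitted maximal effect; 0% = DMSO controls and full agonism = EC100 isoproterenol or metaproterenol; nearly all actives have a fitted effect of over 65% in size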
CXXC DNA block: qHTS Fluorescence Polarization Assay for Inhibitors of MLL CXXC domain - DNA interaction; MLL-CXXC / FITC-HOXA9 DNA fluorescence polarization; Potency, µM (titrated, usually from 115 µM), without a hit: at the top dose activity change, negative = inhibition, actives largely listed as inhibitors; 290,000 compounds, 0.037% hits; active means well fitted inhibition curve with a large enough effect in the polarisation, with a control signal flat, not every such curve was filed as active; inconclusive means small, poorly fitted or top-dose-only effect, or effect the other way, or a change in a side signal; inactive means no such curve, though single readings can be large or run the other way; the % refers to the polarisation; further: potency means the concentration at half of the fitted maximal effect
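Fluorescence polarization: 7 uM MLL-CXXC (stock) preincubated 5 min with compounds, then 50 nM fluorescein-HOX-A9 DNA (stock) added; 30 min ambient. Buffer 50 mM Tris-HCl pH 7.5, 50 mM NaCl, 1 mM DTT, 0.05% BSA.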
GALK inhibitor: qHTS Assay for Inhibitors of Human Galactokinase (GALK) | P51570 | Purified GALK, Kinase-Glo residual ATP luminescence | Potency, µM (top dose mostly 57.5 µM), for the others: top-dose activity change, negative = inhibition, actives largely listed as inhibitors | 270,000 compounds, 0.007% hits; further: potency means the concentration at half of the fitted maximal effect; on the % scale 0 is the no-effect control and ±100 the full control effect
Target sequence (P51570 whole entry, looked up): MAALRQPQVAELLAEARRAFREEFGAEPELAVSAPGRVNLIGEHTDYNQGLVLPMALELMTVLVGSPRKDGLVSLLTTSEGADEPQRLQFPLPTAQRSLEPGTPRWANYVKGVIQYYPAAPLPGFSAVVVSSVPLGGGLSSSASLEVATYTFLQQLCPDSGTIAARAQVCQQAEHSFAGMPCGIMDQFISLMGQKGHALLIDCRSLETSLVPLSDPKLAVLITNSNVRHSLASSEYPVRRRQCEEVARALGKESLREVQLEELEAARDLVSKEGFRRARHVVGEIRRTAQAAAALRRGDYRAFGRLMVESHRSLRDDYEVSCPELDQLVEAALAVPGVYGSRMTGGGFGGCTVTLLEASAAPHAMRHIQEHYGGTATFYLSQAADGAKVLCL
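ATP-depletion format; final 35 uM ATP, 100 uM D-galactose, 5 nM enzyme; pH 8.0 HEPES/Mg2+ buffer; 60 min RT; luminescence read 10 min after detection reagent.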
FBPA coupling cs: qHTS Assay for Inhibitors of Fructose-1,6-bisphosphate Aldolase from Giardia Lamblia: Coupling assay counterscreen | 290,000 compounds, 0.67% hits | coupling enzyme system counterscreen, AmpLite Red fluorescence | activity change, negative = inhibition, % at 58.2 µM, hits read low; in the data active means activity change below about -30%; further: on the % scale 0 is the no-effect control and ±100 the full control effect
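Activity here indicates interference with the coupling reaction, not aldolase inhibition. Compounds at 57.5 uM final met coupling enzymes for 10 min at RT; substrate and AmpLite Red detection followed, with a 525/598 nm fluorescence read after 20 min.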
TRPV1 ag: HTS Assay for Compounds that Act as Agonists of the Vanilloid Receptor 1; Transient receptor potential cation channel subfamily V member 1 (Homo sapiens), Q8NER1; TRPV1-expressing cells, Fluo-8 calcium influx, agonist mode; activation, % at 8.33 µM; 320,000 compounds, 0.19% hits; AID 540275, 2011; in the data active means activation above about 80%; inconclusive means between about 30% and that limit; further: 0% is about no effect
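Cells expressing TRPV1 were dye-loaded with Fluo-8 and read kinetically: 10 s baseline, 3 min after compound (agonist portion), then 2 min after EC20 capsaicin (allosteric enhancer portion). Calcium-bound dye fluorescence at 480/520 nm.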
An asterisk follows results filed as active; ? = inconclusive; nt = no result given; [ ] = dose if it differs, or a comment. Unless noted, the call rests on the fitted dose curve; in most records, active means well fitted curve in the direction sought with a large enough effect; inconclusive means small, poorly fitted or top-dose-only effect, or another doubt; inactive means no such curve, though single readings can be large; an effect the other way counts as inactive or inconclusive.

#	compound	PKM2 activator	hERG WT inh	Giardia killer	Menin-MLL TR inh	KCNH2 3.1 inh	USP2a inh	B2AR arrestin	CXXC DNA block	GALK inhibitor	FBPA coupling cs	TRPV1 ag
1	COC(=O)C1=NNCC12CC(=O)N(c1ccc(Br)cc1)C2=O (stereo not given)	3%	4	19	1%	-1	0%	-0.6%	5%	1%	-1	-4
2	CCOc1ccccc1NC(=O)[C@@H](NC(=O)c1cccc(S(=O)(=O)N2CCOCC2)c1)C(C)C	11%	-7	3	1%	7	0%	-1.1%	-2%	-3%	-3	?
3	Cc1onc(-c2c(F)cccc2Cl)c1C(=O)Nc1cccc(Cn2cccn2)c1	0%	-14	-5	27%	-2	-1%	-0.1%	9%	0%	2	2
4	O=C(COC(=O)c1cncc(Br)c1)NCc1ccc2c(c1)OCO2	0%	2	0	1%	5	3%	-0.2%	-3%	0%	0	4
5	CC(C)(C)c1ccc(OCCCC(=O)Nc2ccc(S(N)(=O)=O)cc2)cc1	-3%	-10	10	?	-5	1%	0.7%	-3%	-2%	-3	?
6	O=C(Nc1cc(=O)[nH]c2ncnn12)c1ccccc1Cl	4%	14	-18	1%	8	6%	-0.5%	3%	3%	0	-1
7	COc1ccc(NC(=O)Cn2c3ccc(OC)cc3c3nc4n(c(=O)c32)CCS4)cc1	nt	-11	1	nt	-8	3%	-0.2%	0%	6%	nt	-1
8	CCOCCCNc1nc2ccccc2[nH]1	-2%	6	14	-21%	31	0%	0.0%	-1%	0%	-2	-7
9	C[C@H](CO)N1C[C@H](C)[C@@H](CN(C)S(=O)(=O)c2ccc(F)cc2)Oc2c(NS(=O)(=O)c3ccccc3)cccc2C1=O	nt	-9	41[activator]	nt	-22	1%	-0.4%	nt	nt	nt	nt
10	CCCCCCCNC(=O)C1(CC2CC(c3ccc(Cl)cc3)=NO2)CCN(C(=O)OC(C)(C)C)CC1 (stereo not given)	1%	-7	12	-2%	2	1%	-2.6%	10%	nt	-5	4
11	COc1ccc(O)c(CN2CCCC(N3CCc4ccccc4C3)C2)c1 (stereo not given)	-1%	10	32[activator]	?	0	-1%	-0.5%	-10%	0%	0	12
12	Cc1ccc(-n2cc(-c3ccccc3)c3c(NN4CCOCC4)ncnc32)cc1	-4%	18	-22	-1%	-2	-8%	-0.4%	-1%	-5%	6	?
13	O=C(NC(=S)NNC(=O)c1ccccc1[N+](=O)[O-])c1ccccc1	-20%	-5	15	1%	6	0%	-0.7%	3%	-5%	-3	1
14	CCOc1cc(C2CC(=O)Nc3cc(C)c(C)cc32)ccc1O (stereo not given)	1%	4	-1	-5%	12	3%	0.1%	-4%	-3%	0	5
15	Cc1ccc(CSc2ncnc3onc(C)c23)cc1	18%	-5	-6	nt	2	2%	-0.9%	-4%	0%	7	1

Values in list order from above.
CXXC DNA block for nos. 5 to 13: -3%, 3%, 0%, -1%, nt, 10%, -10%, -1%, 3%
FBPA coupling cs for nos. 5 to 13: -3, 0, nt, -2, nt, -5, 0, 6, -3
USP2a inh for nos. 5 to 13: 1%, 6%, 3%, 0%, 1%, 1%, -1%, -8%, 0%

Quoted from above, two compounds:
#	compound	PKM2 activator	hERG WT inh	Giardia killer	Menin-MLL TR inh	KCNH2 3.1 inh	USP2a inh	B2AR arrestin	CXXC DNA block	GALK inhibitor	FBPA coupling cs	TRPV1 ag
14	CCOc1cc(C2CC(=O)Nc3cc(C)c(C)cc32)ccc1O (stereo not given)	1%	4	-1	-5%	12	3%	0.1%	-4%	-3%	0	5
15	Cc1ccc(CSc2ncnc3onc(C)c23)cc1	18%	-5	-6	nt	2	2%	-0.9%	-4%	0%	7	1

More entries.
#	compound	PKM2 activator	hERG WT inh	Giardia killer	Menin-MLL TR inh	KCNH2 3.1 inh	USP2a inh	B2AR arrestin	CXXC DNA block	GALK inhibitor	FBPA coupling cs	TRPV1 ag
16	Cc1nnc(C)n1/N=C/c1cc(Br)ccc1O	-2%	-5	-18	1%	-6	1%	0.0%	-25%	3%	1	2
17	CCCc1nc2ccccc2c(C(=O)OCC(=O)NCc2ccc3c(c2)OCO3)c1CC	11%	8	?	10%	-3	2%	?	7%	0%	4	18
18	CCn1c(SC)nc2c(c1=O)SC(C)C2 (stereo not given)	-3%	-16	13	7%	3	3%	-0.2%	-3%	-2%	3	-2
19	O=C(c1ccc(-c2cccc(C(F)(F)F)c2)o1)N1CCCCCCC1	nt	-11	42[activator]	nt	10	5%	0.3%	nt	nt	nt	?
20	COc1cnc(-c2ccccc2)nc1Oc1cccc(C)c1C	4%	-15	-5	39%[activator]	-2	-3%	0.5%	0%	-2%	2	30
21	COc1ccc(S(=O)(=O)N2CCC(N3CCCC3)CC2)cc1	-18%	16	0	nt	7	3%	-0.5%	-5%	-3%	nt	-3
22	O=C(Oc1ccccc1C(=S)N1CCOCC1)c1ccc([N+](=O)[O-])cc1[N+](=O)[O-]	-12%	3	-3	-3%	-20	0%	-1.0%	-5%	-3%	-9	1
23	Cc1ccc(CNC(=O)CCNC(=O)c2ccc([N+](=O)[O-])cc2)cc1	nt	-7	5	nt	5	8%	0.1%	nt	nt	nt	nt
24	COc1cccc2cc(C(=O)N(C)C)c(=O)oc12	1%	8	?	-5%	-1	0%	-0.2%	2%	0%	3	1
25	Cc1ccc(S(=O)(=O)N=Nc2c(O)[nH]c3ccccc23)cc1C	-1%	0	-1	5%	-4	-2%	0.1%	-2%	-3%	7	-1
26	CCN(CC)S(=O)(=O)c1ccc(C(=O)NCCSc2c[nH]c3ccccc23)cc1	4%	-4	-2	?	-9	1%	2.4%	6%	nt	-1	?
27	O=C(O)/C=C/c1cnc2ccccc2n1	6%	10	7	-17%	-16	2%	0.1%	-16%	-1%	0	1
28	O=C(NCC(=O)N(c1ccc(F)cc1)C(C(=O)NC1CCCC1)c1ccncc1)c1ccco1 (stereo not given)	nt	-19	21	-2%	-10	0%	-0.3%	5%	7%	0	2
29	Cc1cccc(CNC(=O)CC2C(=O)NCCN2C2CCCC2)c1 (stereo not given)	-1%	-2	-25	?	23	1%	1.1%	4%	-5%	1	4
30	CCC(C)C(NC(N)=O)C(=O)Nc1ccc(S(=O)(=O)Nc2ccc(OC)cc2)cc1 (stereo not given)	1%	-11	4	12%	9	2%	0.0%	1%	-3%	-4	-2
31	CCCC(C)NS(=O)(=O)c1ccc(OC)c(C)c1 (stereo not given)	-1%	-3	-10	0%	-7	3%	-0.4%	12%	1%	-1	4
32	CCOC(=O)C(Sc1ncnc2c1sc1nc(N3CCOCC3)c3c(c12)CCCC3)c1ccccc1 (stereo not given)	-3%	nt	nt	10%	nt	1%	0.3%	27%	0%	-2	-5
33	CCOc1ccc(S(=O)(=O)Nc2ccc(C(=O)NCC(C)(C)N3CCOCC3)cc2)cc1	nt	7	-29	nt	14	-1%	-0.9%	nt	nt	nt	-3
34	Cc1cc2c(cc1C)NC(CC(=O)NCc1ccccc1)C(=O)N2 (stereo not given)	-1%	-4	-15	-9%	0	5%	0.4%	10%	-2%	3	3
35	COc1ccc(N2CCN(CNC(=O)c3ccccc3)CC2)cc1	0%[11.5 µM]	-11	-7	?	-35	-3%	-0.3%	-10%	-3%	0	2

Screening data as filed in PubChem.

Not all compounds are listed; the hit share may differ from the screen's.
